NS5 inhibitors: Dengue-2 NS5 methyltransferase inhibitors, primary screen, biochemical, confirmation dose response (AID 588689); Genome polyprotein (Dengue virus type 2 (strain 16681-PDK53)); Dengue-2 NS5 methyltransferase capping enzyme assay, biochemical; higher % means a stronger effect; inhibition, % at 25 µM; hits with a dose series show IC50 in µM; 340,000 tested, 0.3% active; in the data active = a potency from the dose series; inconclusive = inhibition above about 29% without an active follow-up result
West Nile virus CPE: West Nile virus antiviral activity, cell-based, CPE readout (AID 1621); West Nile virus-infected cells, CPE inhibition; higher % means a stronger effect; 290,000 tested, 0.02% active; CPE inhibition, % at 10 µM, or IC50 in µM where a hit was titrated; in the data active = a potency from the dose series; inconclusive = CPE inhibition mostly from about 3.7% at the one dose, without a potency; inactive = the rest, 99 in 100 with CPE inhibition below about 2.2%; also: strong numbers were not always called active
MgcRacGAP inhibition: MgcRacGAP GTPase-activating activity inhibitors, confirmation, biochemical, ADP Hunter fluorescence; Rac GTPase-activating protein 1 (Homo sapiens); MgcRacGAP-stimulated Rac1 GTP hydrolysis, ADP Hunter fluorescence; higher % means a stronger effect; GST-tagged Rac1 F28L mutant substrate; one-dose inhibition, % at 30 µM; IC50 in µM for titrated hits; 340,000 tested, 0.6% active;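 active = first-screen hits whose inhibition reached a set limit at any dose in the follow-up dose series; inconclusive = inhibition above the set first-screen limit but never retested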;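 also: fluorescence reports GDP produced by GAP-driven GTP hydrolysis; strong numbers were not always called active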
SV40 large T antigen: SV40 large T antigen inhibitors, biochemical (AID 1903) | SV40 large T antigen ATPase/helicase inhibition assay; higher % means a stronger effect | one-dose inhibition, % at 20 µM; IC50 in µM for titrated hits | 310,000 tested, 0.39% active; in the data active = a potency from the dose series; inconclusive = inhibition mostly from about 32% at the one dose, without a potency; inactive = the rest, 99 in 100 with inhibition below about 32%; also: strong numbers were not always called active
RSV CPE inhibition: RSV antiviral activity via CPE protection, HEp-2 cells, primary 10 µM value included (AID 2391); HEp-2 cells, RSV-induced CPE inhibition; higher % means a stronger effect; CPE inhibition, % at 10 µM; hits with a dose series show IC50 in µM; 310,000 tested, 0.13% active; in the data active = a potency from the dose series; inconclusive = CPE inhibition mostly from about 23% at the one dose, without a potency; inactive = the rest, 99 in 100 with CPE inhibition below about 21%; also: strong numbers were not always called active
K1F lysis inhibition: inhibition of K1F phage lysis, E. coli UTI89, bacterial capsule biogenesis inhibitors, alamar blue (AID 488966); E. coli UTI89 K1F phage lysis, alamar blue, 2 h; higher % means a stronger effect; 340,000 tested, 0.02% active; inhibition, % at 100 µM, or IC50 in µM where a hit was titrated;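 active = phage lysis inhibition, versus mean bacterial control, above a set limit; inconclusive = no clear call, values can overlap the other calls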;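 also: capsule biogenesis inhibitors block K1F phage lysis so surviving cells raise fluorescence; higher fluorescence means more inhibition of phage lysis; actives were called in the ten point dose series up to 300 µM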
T cell HTS: modulators of CD8 T cell-vesicle binding, primary screen, mouse 2C CD8+ T cells, flow cytometry. 2C CD8+ T cell-vesicle binding; active compounds read low. calls only at 7 µM. 330,000 tested, 0.068% active. AID 2052, 2009;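 active = response, share of CD8 T cells binding vesicles, and their 90th percentile fluorescence all below set limits, cut at about 80% in these data, passing the limit was not always enough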
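incubation = binding step 1.5 h, 37 °C, antibody labelling 20 min, ice | test system = 2C mouse CD8+ T cells | read-out basis = percent CD8+ FL2 mean versus row control | controls = Peptide-free naked vesicles (low) and QL9 vesicles with 0.7% DMSO vehicle (high) | detection = flow cytometry of vesicle-bound cells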
NTR1 agonist: agonists of NTR1, primary screen, imaging, U2OS cells, beta-arrestin-GFP, high content (AID 493036). activation, % at 20 µM. 330,000 tested, 0.17% active. Neurotensin receptor type 1 (Homo sapiens), P30989. NTR1-U2OS beta-arrestin-GFP spot imaging, agonist mode;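 active = activation at or above 40% of the spot to cytoplasm intensity ratio, with at least 20 cells analyzed; inconclusive = wells under 20 cells, flagged as cytotoxic or low count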;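 also: 0% = DMSO without peptide and 100% = 100 nM NTR1 peptide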
Target sequence (P30989 whole entry, looked up): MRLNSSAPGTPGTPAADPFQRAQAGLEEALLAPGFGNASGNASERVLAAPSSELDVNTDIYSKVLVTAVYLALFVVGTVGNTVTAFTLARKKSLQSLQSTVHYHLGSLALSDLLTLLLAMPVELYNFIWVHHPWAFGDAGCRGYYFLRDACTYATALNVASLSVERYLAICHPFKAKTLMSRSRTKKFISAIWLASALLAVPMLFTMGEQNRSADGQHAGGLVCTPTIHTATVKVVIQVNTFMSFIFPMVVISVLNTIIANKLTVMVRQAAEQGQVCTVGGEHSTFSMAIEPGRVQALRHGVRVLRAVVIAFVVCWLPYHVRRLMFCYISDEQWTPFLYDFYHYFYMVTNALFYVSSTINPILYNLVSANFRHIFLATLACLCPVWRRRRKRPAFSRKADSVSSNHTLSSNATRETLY
PhoP inhibition: inhibitors of PhoP regulon expression, primary screen, Salmonella Typhimurium, GFP reporter (AID 1863); 300,000 tested, 0.16% active; S. Typhimurium PhoP-regulated promoter GFP reporter, 4 h; higher % means a stronger effect; inhibition, % at 50 µM; hits with a dose series show IC50 in µM;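 active = inhibition over 29.93%, a cutoff 3 SD above the screen mean, later confirmed by dose response; inconclusive = inhibition over 29.93% but no dose response follow-up; inactive = inhibition at most 29.93% or unconfirmed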;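 also: 0% = low Mg2+ inducing control and 100% = high Mg2+ repressing control; strong numbers were not always called active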
T cell HTS vesicle-bound %: recorded beside T cell HTS, whose call it bears; double positive events, %; measured here: CD8+ vesicle-bound cell fraction;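 binding gate set so that unloaded-vesicle control wells show 10% double positive cells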
NTR1 agonist cell count 20 µM: also measured in NTR1 agonist; calls as there; cell count; measured here: cell count, cytotoxicity flag
* = called active by the depositor; i = inactive; ? = inconclusive; / = no result given; [ ] = remark or other dose.

Second line of a record – SV40 large T antigen, PhoP inhibition, K1F lysis inhibition, NS5 inhibitors, NTR1 agonist, T cell HTS, NTR1 agonist cell count 20 µM, MgcRacGAP inhibition, RSV CPE inhibition, T cell HTS vesicle-bound %, West Nile virus CPE
(1) CCOC(=O)C1CCN(C(=O)c2ccccc2CCc2ccccc2)CC1
    12%, -5%, -1.9%, 0%, 0.6, i, 66, 15%, 0.9%, 60, -0.7%
(2) CCOc1ccc(OCc2ccc(C(=O)N3CCCC(C)C3)cc2)cc1 (centres undefined)
    12%, -2%, 0.3%, -2%, -0.6, i, 87, 1%, 1.2%, 37, -2.1%
(3) Cc1cc(/C=C2/NC(=O)NC2=O)c(C)n1-c1ccc(N2CCOCC2)cc1
    7%, 6%, 0.0%, 0%, -0.5, i, 94, 10%, 0.8%, 46, 0.2%
(4) Cn1cnnc1SCC(=O)OCN1C(=O)c2ccccc2C1=O
    24%, 3%, 0.1%, 3%, -1.1, i, 42, 10%, 3.2%, 32, -0.1%
(5) COc1ccccc1NC(=O)COC(=O)c1ccc2c(c1)OCCO2
    /, /, 0.8%[50 µM], -10%, 2.5, i, 52, 4%, 3.5%, 41, /
(6) CCC(CC)NC(=O)CO/N=C/c1ccc(Cl)cc1Cl
    7%, -6%, 0.3%, -4%, -0.1, i, 69, 4%, -1.2%, 43, -1.5%
(7) COc1ccccc1N1CCN(S(=O)(=O)CC23CCC(CC2=O)C3(C)C)CC1 (centres undefined)
    4%, 2%, -1.9%, -5%, 1.4, i, 60, 0%, 2.2%, 20, -0.5%
(8) CCOC(=O)C1=C(c2ccccc2)N2CCS(=O)(=O)N=C2S1
    9%, -6%, 0.7%, 0%, -0.5, i, 37, 1%, 0.8%, 8, 0.6%
(9) Cc1ccc(NC(=O)CSc2ccccn2)cc1S(=O)(=O)N1CCOCC1
    0%, -11%, -1.5%, -2%, 3.3, i, 43, 3%, -1.2%, 35, 2.0%
(10) O=C(Cc1ccccc1)NN1C(=O)c2ccccc2C1=O
    14%, 4%, 1.1%, -3%, 1.0, i, 35, 1%, -0.3%, 29, 0.6%
(11) COc1ccc(Nc2nc(N)c3ccccc3n2)c(OC)c1
    5%, 13%, 2.2%, /, 0.8, i, 46, 14%, 7.0%, 44, -1.2%
(12) COc1ccc(/C=C2\SC(=S)N(CCC(=O)Nc3ccc(O)cc3)C2=O)cc1
    5%, 1%, -1.7%, 2%, 1.0, i, 60, 6%, 5.2%, 38, ?
(13) Cc1ccc(CNC(=O)c2cccc3c2C(=O)c2ccc(N4CCCCC4)cc2S3(=O)=O)cc1
    /, /, 1.8%, ?, 2.9, i, 59, 7%, 2.6%, 18, /
(14) CC(C)CC(c1nnnn1Cc1ccccc1)N1CCC(C(N)=O)CC1 (centres undefined)
    20%, 8%, -0.1%, 0%, 0.7, i, 78, 0%, 3.7%, 50, -0.3%
(15) N#CCCN1CCN(Cc2ccccc2)CCC1=O
    3%, 8%, -0.4%, -4%, 1.4, i, 91, 1%, 0.4%, 24, -0.9%
(16) COCCNC(=O)COc1ccccc1Cl
    -1%, -1%, 2.9%, 2%, -1.1, i, 32, 14%, 1.8%, 32, 0.2%
(17) COc1cccc(N2CCN(c3ccc4nnc(CCC(=O)N5CCN(C)CC5)n4n3)CC2)c1
    10%, -5%, 0.0%, -2%, -0.8, i, 50, 2%, -0.3%, 33, -0.7%
(18) O=C(Nc1ccccc1)N1CCCN(c2nccc(C(F)(F)F)n2)CC1
    10%, 1%, -0.1%, -7%, -0.4, i, 54, 9%, /, 42, -0.2%
(19) CC(C)c1ccccc1NS(C)(=O)=O
    19%, -2%, /, /, 0.7, i, 61, /, -1.0%, 63, -0.4%
(20) CN(CC(=O)Nc1ccc(F)c(F)c1F)C(=O)CC1CCCCC1
    /, /, 0.9%[50 µM], -6%, -2.0, i, 53, 5%, -0.1%, 35, /
(21) O=C(NCc1ccco1)c1cc(C(=O)C2CCCCC2)c[nH]1
    7%, 0%, 0.4%, -6%, -0.3, i, 76, -1%, -0.2%, 7, -0.1%
(22) CNc1nc(Oc2ccc(=O)n(C)n2)nc(N2CCOCC2)n1
    2%, -2%, 0.3%, 0%, 0.9, i, 47, 16%, -0.5%, 15, 0.3%
(23) CCCN(CCC)Cc1c(C(=O)N/N=C/c2ccc(Br)cc2)nnn1-c1nonc1N
    3%, 14%, 0.2%, -2%, 12, i, 64, 10%, 12%, 21, -0.6%
(24) Cc1cc(C)c(NC(=O)CS(=O)CC(=O)N2CCN(c3ccccc3)CC2)c(C)c1 (centres undefined)
    3%, 13%, 2.4%, 10%, -0.5, i, 75, 8%, -1.0%, 14, 0.3%
(25) COc1ccc(C(=O)O)cc1S(=O)(=O)Nc1ccc2cn[nH]c2c1
    /, /, -0.3%, 7%, 5.0, i, 61, 4%, /, 9, /
(26) COc1ccc(-c2ccc(CCC(=O)O)n2C(C)C)cc1
    28%, 20%, 1.1%, -4%, 0.4, i, 32, 1%, 0.4%, 20, -0.2%
(27) COc1ccccc1OCCC(=O)OCC(=O)Nc1cccc(Br)c1
    4%, -11%, 2.0%[50 µM], -2%, 0.8, i, 70, 13%, 0.9%, 46, 1.2%
(28) O=C(Nn1cnc2ccccc2c1=O)c1ccc(Cl)c([N+](=O)[O-])c1
    10%, 3%, 2.2%[50 µM], 1%, 0.6, i, 100, 9%, 0.3%, 33, -0.5%
(29) Cc1ccc(F)c(C2=CC(=O)C[C@H](c3ccc(F)cc3)C2)c1
    /, /, 0.3%, -1%, 2.3, i, 53, 3%, 1.1%, 20, /
(30) O=C(COC(=O)C1=NN(c2ccccc2)C(=O)CC1)Nc1ccc([N+](=O)[O-])cc1C(F)(F)F
    /, /, 0.1%[50 µM], 0%, 0.7, i, 62, 7%, 0.5%, 22, /

Further compounds follow.
Second line of a record – SV40 large T antigen, PhoP inhibition, K1F lysis inhibition, NS5 inhibitors, NTR1 agonist, T cell HTS, NTR1 agonist cell count 20 µM, MgcRacGAP inhibition, RSV CPE inhibition, T cell HTS vesicle-bound %, West Nile virus CPE
(31) CCOc1cc(C(=O)N2CCCN(C)CC2)cc(OCC)c1OCC
    8%, -1%, -0.2%, -5%, -0.7, i, 50, -8%, 1.9%, 56, 0.7%
(32) COc1ccccc1CC(NC(C)=O)C(=O)NC1CCN(C(=O)Nc2ccc(F)cc2)CC1 (centres undefined)
    25%, -1%, 0.0%, 4%, 4.6, i, 51, 7%, 0.5%, 21, 0.3%
(33) CCc1noc(C)c1C(=O)NCCc1ccc(S(N)(=O)=O)cc1
    6%, -7%, 0.0%[50 µM], 1%, -1.3, i, 63, 2%, -0.5%, 51, /
(34) COC(CC(=O)NNC(=S)Nc1ccccc1)OC
    13%, -8%, 0.4%, -5%, 4.0, i, 73, 9%, 2.8%, 56, -0.4%
(35) CC1CC(C(=O)Nc2ccccc2)C(=O)O1 (centres undefined)
    -4%, /, 0.4%, -2%, 1.1, i, 59, 11%, 1.3%, 20, /
(36) CNCC(O)COc1ccccc1 (centres undefined)
    8%, 2%, 0.1%, -6%, -2.5, i, 100, 8%, 3.0%, 40, 0.6%
(37) COc1ccc(N2CCN(C(=O)C3Cc4ccccc4CN3C(=O)c3ccccc3)CC2)cc1 (centres undefined)
    11%, 1%, 0.3%, -3%, -0.7, i, 64, 14%, 0.1%, 34, -0.9%
(38) CN(C(=O)COC(=O)c1ccc2[nH]c3c(c2c1)CCCC3)C1CCS(=O)(=O)C1 (centres undefined)
    4%, 0%, -0.5%, -2%, -1.1, i, 81, 3%, 6.1%, 32, -0.6%
(39) Cc1ccc(S(=O)(=O)NN2C(=O)c3ccccc3NC2C)cc1 (centres undefined)
    7%, -9%, 3.5%, -3%, 2.1, i, 55, 4%, 1.2%, 48, 0.3%
(40) Nc1nc(CSc2nc3ccccc3s2)nc(Nc2ccccc2)n1
    0%, 20%, /, /, 27, i, 56, /, 13%, 29, -0.9%
(41) CN1CCN(CC(=O)c2cc(C(C)(C)C)c(O)c(C(C)(C)C)c2)CC1
    13%, -1%, 0.3%, /, 0.3, i, 53, 17%, 4.0%, 53, 0.6%
(42) O=C(Nc1ccccn1)c1c(O)c2cccc3c2n(c1=O)CCC3
    1%, -10%, 1.6%, 3%, 4.0, i, 51, 9%, 9.8%, 22, 0.4%
(43) Cc1ncoc1C(=O)Nc1cccc(Cl)c1
    -2%, 36%, -0.3%, -8%, 0.7, i, 67, -3%, /, 58, 0.2%
(44) CCN(CC)c1nc(N2CCOCC2)nc2ccccc12
    4%, -2%, 0.1%, -3%, 3.5, i, 73, 11%, -1.4%, 60, -0.9%
(45) COc1ccccc1CNC(=O)[C@H](Cc1c[nH]c2ccccc12)NC(=O)[C@@H]1Cc2ccccc2CN1
    /, /, 5.5%, -3%, -0.4, i, 88, 7%, -0.7%, 59, -0.8%

Two entries picked at random from the list so far:
Second line of a record – SV40 large T antigen, PhoP inhibition, K1F lysis inhibition, NS5 inhibitors, NTR1 agonist, T cell HTS, NTR1 agonist cell count 20 µM, MgcRacGAP inhibition, RSV CPE inhibition, T cell HTS vesicle-bound %, West Nile virus CPE
(35) CC1CC(C(=O)Nc2ccccc2)C(=O)O1 (centres undefined)
    -4%, /, 0.4%, -2%, 1.1, i, 59, 11%, 1.3%, 20, /
(38) CN(C(=O)COC(=O)c1ccc2[nH]c3c(c2c1)CCCC3)C1CCS(=O)(=O)C1 (centres undefined)
    4%, 0%, -0.5%, -2%, -1.1, i, 81, 3%, 6.1%, 32, -0.6%

As entered above:
no. 28 @ RSV CPE inhibition: 0.3%
no. 26 @ K1F lysis inhibition: 1.1%
no. 43 @ NTR1 agonist: 0.7

4 compounds out of the list above, ordered by the value under RSV CPE inhibition, low to high:
| # | SMILES | RSV CPE inhibition |
| --- | --- | --- |
| 37 | COc1ccc(N2CCN(C(=O)C3Cc4ccccc4CN3C(=O)c3ccccc3)CC2)cc1 (centres undefined) | 0.1% |
| 36 | CNCC(O)COc1ccccc1 (centres undefined) | 3.0% |
| 38 | CN(C(=O)COC(=O)c1ccc2[nH]c3c(c2c1)CCCC3)C1CCS(=O)(=O)C1 (centres undefined) | 6.1% |
| 40 | Nc1nc(CSc2nc3ccccc3s2)nc(Nc2ccccc2)n1 | 13% |

Screening results as filed in PubChem.
